Source: PubChem BioAssay
tim10-1 inh: inhibits growth of tim10-1 mutant yeast; S. cerevisiae tim10-1 ts strain growth, BacTiter-Glo, 24 h; inhibition, % at 20 µM; actives 2.2% (n = 330,000);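 active = inhibition of at least 40%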;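 note: mutant grown at 25 °C; 0% = DMSO wells with yeast and 100% = wells holding no yeast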
mIAP inh: blocks mouse intestinal alkaline phosphatase | AID 2806 | inhibition, % at 10 µM | actives 0.2% (n = 330,000) | purified mouse IAP, CDP-Star luminescence, 30 min;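 active = inhibition of at least 40% at 10 µM in the primary screen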;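 note: plate controls were DMSO with enzyme for no effect and no enzyme wells for full effect; values of inactives mirror those of a sister screen read the other way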
NALP3 yeast inh: inhibitors of NALP3 inflammasome in yeast; Yeast reconstituted NLRP3/ASC/caspase-1, beta-gal luminescence, 24 h; actives 0.39% (n = 330,000); inhibition, % at 10 µM;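 active = inhibition of 50% or more; inactive = inhibition below 50%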;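 note: plate controls were induced DMSO wells for no effect and uninduced yeast grown without galactose for full effect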
hIAP block: blocks human intestinal alkaline phosphatase; purified IAP, CDP-Star luminescence, 30 min; AID 2544; inhibition, % at 10 µM; P09923; actives 0.12% (n = 330,000);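 active = inhibition reaching a set limit with compound at 10 µM in the primary screen, cut at about 35% in these data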;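 note: plate controls were DMSO wells with enzyme for no effect and no-enzyme buffer wells for full effect; values of inactives mirror those of a sister screen read the other way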
Target sequence (P09923 whole entry, looked up): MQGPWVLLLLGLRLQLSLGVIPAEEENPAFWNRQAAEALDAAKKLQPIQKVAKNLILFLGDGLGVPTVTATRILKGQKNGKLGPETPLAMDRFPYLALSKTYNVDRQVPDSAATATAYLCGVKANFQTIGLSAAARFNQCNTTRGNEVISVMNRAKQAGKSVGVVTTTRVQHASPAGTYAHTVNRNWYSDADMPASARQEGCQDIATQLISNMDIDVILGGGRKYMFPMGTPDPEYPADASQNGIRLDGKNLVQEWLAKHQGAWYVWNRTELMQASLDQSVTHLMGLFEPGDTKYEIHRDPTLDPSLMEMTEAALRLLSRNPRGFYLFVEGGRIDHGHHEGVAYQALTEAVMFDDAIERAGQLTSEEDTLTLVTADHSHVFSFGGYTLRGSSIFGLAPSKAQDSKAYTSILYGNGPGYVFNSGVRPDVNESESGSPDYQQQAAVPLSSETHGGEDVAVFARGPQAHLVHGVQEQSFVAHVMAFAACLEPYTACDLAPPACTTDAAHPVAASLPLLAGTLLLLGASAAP
mIAP act: mouse IAP activation. muIAP, CDP-Star luminescence, 30 min; hits give high values; 1 = vehicle-only enzyme signal, 0 = enzyme-free wells. activation factor at 10 µM. actives 0.24% (n = 330,000);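 active = activation factor of at least 2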; note: the source names both 10 and 20 µM as test concentration; values of inactives mirror those of a sister screen read the other way
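System: Mouse IAP enzyme | Also added: CDP-Star substrate | Dosing: Compounds dispensed in DMSO | Schedule: 30 min enzyme-substrate-compound incubation at room temperature | Technique: Chemiluminescence readout | Control set: DMSO-only wells and no-enzyme negative control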
ATG4B inhibitor: ATG4B (human) cysteine protease inhibition; inhibition, % at 8.33 µM; actives 0.51% (n = 340,000); Q9Y4P1; ATG4B cleavage of LC3-PLA2, NBD-HPC fluorescence, 1 h; in the data active = inhibition above about 40%
Target sequence (Q9Y4P1 whole entry, looked up): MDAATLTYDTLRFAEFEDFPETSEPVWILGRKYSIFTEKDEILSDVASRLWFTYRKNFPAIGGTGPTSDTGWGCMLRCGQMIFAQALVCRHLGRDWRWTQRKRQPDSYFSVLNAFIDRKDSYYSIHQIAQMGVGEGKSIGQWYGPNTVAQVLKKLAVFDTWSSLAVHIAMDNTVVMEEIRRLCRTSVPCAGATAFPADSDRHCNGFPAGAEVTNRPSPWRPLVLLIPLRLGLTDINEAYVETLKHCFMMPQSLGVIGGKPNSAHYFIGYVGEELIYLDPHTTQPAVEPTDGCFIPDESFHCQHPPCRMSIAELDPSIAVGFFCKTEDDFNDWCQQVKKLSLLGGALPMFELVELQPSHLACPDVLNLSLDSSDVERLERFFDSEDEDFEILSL
hIAP activ: increases human intestinal alkaline phosphatase activity | purified human IAP, CDP-Star luminescence, 30 min; hits give high values; 1 = vehicle-only enzyme, 0 = enzyme-free background | actives 0.16% (n = 330,000) | P09923 | AID 2524 | activation factor at 10 µM;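 active = activation factor of the enzyme at least 2-fold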; note: the source names both 10 and 20 µM as test concentration; values of inactives mirror those of a sister screen read the other way
Apaf-1 inh: inhibitors of human Apaf-1 apoptosome; O14727; reconstituted apoptosome caspase-3 activity, DEVD-Rh110 fluorescence; inhibition, % at 20 µM; actives 0.71% (n = 330,000); AID 489030; active = inhibition of at least 40% at 20 µM;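 note: plate controls were DMSO wells for no effect and DEVD-CHO caspase inhibitor wells for full effect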
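System: reconstituted apoptosome with Apaf-1, cytochrome c, caspase-9, procaspase-3, dATP; Signal: Rh110 fluorescence intensity; Schedule: 30 min compound preincubation, 50 min activation, room temperature; Reagent: cytochrome c trigger plus (Z-DEVD)2-Rh110 caspase-3 substrate.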
TIM10 inh: TIM10 yeast growth inhibition; S. cerevisiae TIM10 strain growth, BacTiter-Glo luminescence, 24 h; inhibition, % at 10 µM; actives 1.4% (n = 330,000);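 active = inhibition of 40% or more at the single tested concentration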;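 note: wild-type TIM10 isogenic control strain grown at permissive 25 °C; 0% = DMSO yeast wells and 100% = minimal medium wells without yeast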
The depositor's hits bear a star; . = not tested or not shown.

Results follow in this order: tim10-1 inh	mIAP inh	NALP3 yeast inh	hIAP block	mIAP act	ATG4B inhibitor	hIAP activ	Apaf-1 inh	TIM10 inh
Cc1c(NC(=O)C(C)Oc2ccccc2F)c(=O)n(-c2ccccc2)n1C (centres undefined)
 : -10	1	8	7	0.99	-4	0.93	0	5
COc1ccc(NC(=O)CN(C)C(=O)/C=C/c2ccc(S(=O)(=O)N3CCCCCC3)cc2)cc1
 : 37	-8	12	-12	1.1	-1	1.1	12	17
COc1ccccc1OCC(=O)NNC(=O)CSC(=S)N1CCCC1
 : 3	9	18	-10	0.91	-6	1.1	-6	4
CCC(C)NC(=O)CO/N=C/c1ccccc1OC(F)F (centres undefined)
 : 8	-8	-7	-14	1.1	6	1.1	18	-13
N#CC1=C(N)SC(C(=O)c2ccccc2)C1c1cccs1 (centres undefined)
 : 16	0	8	-5	1	-13	1	9	12
CCOC(=O)c1c(NC(=O)COC(=O)c2ccc(C)s2)sc2c1CC(C)(C)NC2(C)C
 : 25	13	34	7	0.87	-3	0.93	29	21
CCN(C(=O)CN1C(=O)S/C(=C\c2cccc(Cl)c2)C1=O)C1CCS(=O)(=O)C1 (centres undefined)
 : 24	11	10	-19	0.89	-5	1.2	-3	8
Cc1ccc(NC(=O)CCc2ccc(C)o2)cc1
 : 19	-4	24	-16	1	4	1.2	9	5
CCCNC(=O)Cn1cnc2sc(C(=O)N3CCN(CCC)CC3)c(C)c2c1=O
 : -12	-11	8	-6	1.1	-3	1.1	-4	-2
Cc1cc(C)cc(NC(=O)CSc2nnc(-c3ccccc3Br)o2)c1
 : 8	4	16	0	0.96	6	1	24	-17
Cc1cc(C)n(-c2cc(=O)n(C)c(=O)n2C)n1
 : 33	-7	0	-3	1.1	-9	1	-3	12
COC(=O)c1ccccc1CSc1nsc(C)c1C#N
 : 7	7	16	4	0.93	0	0.96	3	12
CN(C(=O)c1c(Cl)nc2sccn12)C1CCCCC1
 : 13	0	6	3	0.99	-2	0.97	-19	15
CCOC(=O)C1=C(COC(=O)c2ccco2)NC(=O)NC1CC (centres undefined)
 : 6	4	7	-7	0.96	-1	1.1	-8	11
Cc1nc(NCc2ccco2)c2c3c(sc2n1)CCC3
 : 27	-4	20	-17	1	18	1.2	10	-11
Cc1cc(S(=O)(=O)NCc2ccccc2)ccc1OCC(=O)NCc1cccnc1
 : -23	-4	2	5	1	-15	0.95	-4	10
CCC(C)[C@H](NC(=O)N1CCCCCC1)C(=O)O (some centres undefined)
 : 17	-18	-5	-17	1.2	3	1.2	1	6
CCc1c(C)nc2ncnn2c1NCCc1ccc(OC)c(OC)c1
 : 1	0	2	-22	0.99	0	1.2	-11	14
CN(C)CCCCOc1ccccc1-c1ccccc1
 : 28	0	12	-12	1	-3	1.1	9	2
COc1ccc(NC(=O)c2sc3nc(N4CCOCC4)c4c(c3c2N)CC(C)(C)OC4)cc1
 : -13	-7	22	-2	1.1	-1	1	4	-9

At a glance, some entries already given:
Results follow in this order: tim10-1 inh	mIAP inh	NALP3 yeast inh	hIAP block	mIAP act	ATG4B inhibitor	hIAP activ	Apaf-1 inh	TIM10 inh
N#CC1=C(N)SC(C(=O)c2ccccc2)C1c1cccs1 (centres undefined)
 : 16	0	8	-5	1	-13	1	9	12
CCOC(=O)c1c(NC(=O)COC(=O)c2ccc(C)s2)sc2c1CC(C)(C)NC2(C)C
 : 25	13	34	7	0.87	-3	0.93	29	21
CCN(C(=O)CN1C(=O)S/C(=C\c2cccc(Cl)c2)C1=O)C1CCS(=O)(=O)C1 (centres undefined)
 : 24	11	10	-19	0.89	-5	1.2	-3	8
Cc1ccc(NC(=O)CCc2ccc(C)o2)cc1
 : 19	-4	24	-16	1	4	1.2	9	5
CCCNC(=O)Cn1cnc2sc(C(=O)N3CCN(CCC)CC3)c(C)c2c1=O
 : -12	-11	8	-6	1.1	-3	1.1	-4	-2
Cc1cc(C)cc(NC(=O)CSc2nnc(-c3ccccc3Br)o2)c1
 : 8	4	16	0	0.96	6	1	24	-17
Cc1cc(C)n(-c2cc(=O)n(C)c(=O)n2C)n1
 : 33	-7	0	-3	1.1	-9	1	-3	12
COC(=O)c1ccccc1CSc1nsc(C)c1C#N
 : 7	7	16	4	0.93	0	0.96	3	12
CN(C(=O)c1c(Cl)nc2sccn12)C1CCCCC1
 : 13	0	6	3	0.99	-2	0.97	-19	15
CCOC(=O)C1=C(COC(=O)c2ccco2)NC(=O)NC1CC (centres undefined)
 : 6	4	7	-7	0.96	-1	1.1	-8	11
Cc1nc(NCc2ccco2)c2c3c(sc2n1)CCC3
 : 27	-4	20	-17	1	18	1.2	10	-11

Going on with the list:
Results follow in this order: tim10-1 inh	mIAP inh	NALP3 yeast inh	hIAP block	mIAP act	ATG4B inhibitor	hIAP activ	Apaf-1 inh	TIM10 inh
Cc1nn(-c2ccccc2)c(C)c1-c1nnc(-c2c(C)nn(-c3ccccc3)c2C)o1
 : -13	-8	-12	-18	1.1	-1	1.2	-7	-24
CN(C1=NC(=O)CS1)c1ccc(O)cc1
 : -3	-1	-4	-2	1	9	1	-22	-8
COc1ccc(Cc2nnc(NC(=O)c3cccc([N+](=O)[O-])c3C)s2)cc1
 : 14	3	6	20	0.97	6	0.8	20	8
O=C(NCc1cccs1)C1CCC(CNS(=O)(=O)c2cccc3nsnc23)CC1 (centres undefined)
 : -2	8	14	-10	0.93	-2	1.1	11	-10
Cc1ccc(C(=O)NC(=S)Nc2ccc(CN3CCCCC3)cc2)c(C)c1
 : -6	18	14	18	0.82	-9	0.82	5	6
Fc1ccc(Sc2cc(Cl)c(-c3ccccc3)nn2)cc1
 : 30	4	23	7	0.96	-9	0.93	5	13
Cc1ccc2oc(C(=O)Nc3ccc(S(=O)(=O)Nc4onc(C)c4C)cc3)c(C)c2c1
 : 9	6	8	10	0.94	-10	0.9	9	8
O=C(c1ccc(Cl)cc1)N(Cc1ccc(Br)cc1)N1C(=O)CCC1=O
 : 17	-4	18	-4	1	1	1	-12	15
O=C(Nc1ccc2nccnc2c1)c1ccco1
 : -7	10	29	12	0.91	1	0.88	-8	30
CCC(=O)N1CCN(c2ccccc2NC(=O)c2ccc(-c3cccc([N+](=O)[O-])c3)o2)CC1
 : 16	12	5	7	0.88	-18	0.93	10	0
O=C(CCN1C(=O)C2C3C=CC(C3)C2C1=O)N1CCN(c2ccc(F)cc2)CC1 (centres undefined)
 : 16	0	5	7	1	13	0.93	1	10
Cc1cc(C)c2c(-c3ccc(F)cc3)c(C#N)c(=O)n(C)c2n1
 : 14	0	18	5	1	-3	0.95	-1	11
CCOc1ccccc1-c1ccc(C(=O)NCc2ccccc2)o1
 : 39	-9	23	-5	1.1	3	1.1	15	15
COc1ccccc1NC(=O)CSc1sc2c(O)cc(=O)[nH]c2c1C#N
 : 10	13	18	8	0.87	3	0.92	10	-13
COc1ccc(CCNC(=O)CCNC(=O)N2CC(=O)Nc3ccccc32)cc1
 : 11	6	7	-7	0.94	-7	1.1	-5	-1
CC(C)(C)NS(=O)(=O)c1ccc(NC(=O)C(Sc2ccccc2)c2ccccc2)cc1 (centres undefined)
 : 18	-66	20	-3	1.7	-21	1	19	18
CN(N)c1nc(N2CCCC2)nc(N2CCCC2)n1
 : 9	8	-12	0	0.92	-2	0.99	1	11
COc1ccc(C(c2nnnn2Cc2ccccc2)N2CCN(c3nc4ccccc4s3)CC2)cc1OC (centres undefined)
 : 17	-5	4	9	1	-25	0.91	15	25
CC(C)C(NC(=O)c1c(F)cccc1F)C(=O)NCc1ccc(S(=O)(=O)N2CCOCC2)cc1 (centres undefined)
 : -11	3	11	3	0.97	-2	0.97	-5	8
Cc1ccc(NS(=O)(=O)c2ccc(C(=O)N3CCN(c4ccccn4)CC3)cc2)cc1
 : 11	-6	10	2	1.1	-11	0.98	14	6

The listing continues.
Results follow in this order: tim10-1 inh	mIAP inh	NALP3 yeast inh	hIAP block	mIAP act	ATG4B inhibitor	hIAP activ	Apaf-1 inh	TIM10 inh
COC(=O)c1ccccc1NC(=O)CSc1nc2ncccc2[nH]1
 : 13	11	12	-25	0.89	-4	1.2	-5	-19
CCCCn1c(N)c(N(CC)C(=O)C2=NN(c3ccccc3)C(=O)CC2)c(=O)[nH]c1=O
 : 13	-6	-2	-14	1.1	-4	1.1	0	13
O=C1NC(=Nc2ccc(F)cc2)CS1
 : 23	4	-3	-5	0.96	-11	1.1	-13	13
Nc1c(C(=O)NCCC2=CCCCC2)sc2ccc(S(=O)(=O)N3CCCCC3)cc12
 : 25	8	28	-4	0.92	-2	1	13	18
O=C(Cn1nnc(-c2ccc(N3CCOCC3)cc2)n1)N1CCOCC1
 : -2	14	5	0	0.85	1	1	-26	8
O=C(CCN1C(=O)C2C3CCC(C3)C2C1=O)OCC(=O)c1cccc([N+](=O)[O-])c1 (centres undefined)
 : -4	18	-2	21	0.82	10	0.79	-2	-8
CC(C)(C)NC(=O)C[C@H]1C[C@H](C(=O)N2CCOCC2)[C@@]2(CCC3CCCC3)c3[nH]c4ccc(Cl)cc4c3CCN2C1=O
 : 26	-23	.	.	1.4	-16	.	44*	1
Cc1ccc(C)c(S(=O)(=O)NCC(=O)OCC(=O)Nc2sccc2C(N)=O)c1
 : 9	-4	-3	3	1	-7	0.97	-1	1
Cc1cccc(NC(=O)c2sc3nc4c(c(-c5cccs5)c3c2N)CN(C)CC4)c1
 : 26	6	6	-1	0.94	-9	1	50*	7
O=C(NC1CCN(C(=O)NC2CCCCC2)CC1)c1ccco1
 : 19	1	-10	-7	0.99	-9	1.1	10	-17
CCOc1ccc(-c2noc(-c3cccnc3)n2)cc1OC
 : 17	-1	25	1	1	-1	0.99	24	20
COc1ccc(OC)c(CN2CCN(C(=O)c3cc(S(=O)(=O)Nc4ccccc4OC)ccc3C)CC2)c1
 : 8	-2	14	25	1	-8	0.75	15	-1
CC(C)(C)c1ccc(C(=O)Nc2cccc3ncccc23)cc1
 : 3	0	50	20	0.99	-6	0.8	26	-9
Cc1c(OC(C)C(=O)NCc2cccnc2)ccc2c3c(c(=O)oc12)CCCC3 (centres undefined)
 : 18	0	13	11	1	-13	0.89	9	14
CC(Oc1ccc(Cl)cc1)C(=O)N/N=C/c1ccsc1 (centres undefined)
 : -3	-6	18	3	1.1	5	0.97	-6	11
C/C(=N\NC(=O)CCC(=O)Nc1ccc(C)c(C)c1)c1cccs1
 : 1	6	16	4	0.94	-11	0.96	0	-11
COC(=O)c1ccc2c(=O)n(CCN3CCOCC3)c(SCC(=O)Nc3cccc(OC)c3)nc2c1
 : 21	7	14	-20	0.93	-17	1.2	-3	3
Cc1cc2c(cc1C)CSC(c1ccc(O)cc1)SC2
 : 24	2	38	3	0.98	-1	0.97	-15	17
CCc1nc2ccc(C(=O)N(CC)CC(=O)Nc3c(F)cccc3F)cc2nc1CC
 : 15	-1	15	0	1	0	1	-7	5
